NF-kB neuron act: compounds increasing NF-kB expression in human neuronal cells; fold change at 12.5 µM; 190,000 tested, 1.6% active; NF-kB reporter expression; active compounds read high; in the data active means fold change above about 3.3
G6PDH counter: counter-screen for G6PDH assay hits: L. mesenteroides G6PDH inhibition. Purified L. mesenteroides G6PDH, diaphorase/resazurin coupled fluorescence, 45 min. inhibition, % at 5 µM. 200,000 tested, 0.12% active. AID 1020; in the data active means inhibition above about 50%
APP 5UTR inh: APP translation inhibition. SH-SY5Y APP 5'UTR-luciferase reporter, luminescence. inhibition, % at 2 µM. 190,000 tested, 0.82% active;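 active means inhibition above a set limit, derived from the sample mean plus 3 SD, cut at about 45% in these data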; further: values of inactives mirror those of a sister screen read the other way
Diaph act CS: counter-screen for diaphorase-based assays: diaphorase activators and chemical reducers. activation factor at 20 µM. Diaphorase/resazurin coupled assay, resorufin fluorescence, 16 min; active compounds read high; 1 = vehicle wells, 0 = NADH-free wells. AID 1229. 190,000 tested, 0.005% active;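 active means diaphorase activity raised at least twofold by the compound at 20 µM; inactive means activation factor below 2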
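Material: purified diaphorase enzyme from Clostridium kluyveri; Also added: 0.114 mM NADH and 0.1 mM resazurin, final amounts; Doses: single compound dose of 20 µM, 1% DMSO final; Times: 16 min enzyme reaction, ambient temperature; Detection: resorufin fluorescence, excitation 544 nm, emission 590 nm; Measure: increased resorufin signal from activators or reducing compounds.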
FLuc inhib CS: inhibits firefly luciferase, flagging false hits in luciferase inhibition screens. ATPLite firefly luciferase biochemical luminescence, 10 min. 200,000 tested, 1.5% active. inhibition, % at 10 µM. AID 1006;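 active means inhibition above about 50% when tested at 10 µM, limit read from the data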
Target sequence (P08659 whole entry, looked up): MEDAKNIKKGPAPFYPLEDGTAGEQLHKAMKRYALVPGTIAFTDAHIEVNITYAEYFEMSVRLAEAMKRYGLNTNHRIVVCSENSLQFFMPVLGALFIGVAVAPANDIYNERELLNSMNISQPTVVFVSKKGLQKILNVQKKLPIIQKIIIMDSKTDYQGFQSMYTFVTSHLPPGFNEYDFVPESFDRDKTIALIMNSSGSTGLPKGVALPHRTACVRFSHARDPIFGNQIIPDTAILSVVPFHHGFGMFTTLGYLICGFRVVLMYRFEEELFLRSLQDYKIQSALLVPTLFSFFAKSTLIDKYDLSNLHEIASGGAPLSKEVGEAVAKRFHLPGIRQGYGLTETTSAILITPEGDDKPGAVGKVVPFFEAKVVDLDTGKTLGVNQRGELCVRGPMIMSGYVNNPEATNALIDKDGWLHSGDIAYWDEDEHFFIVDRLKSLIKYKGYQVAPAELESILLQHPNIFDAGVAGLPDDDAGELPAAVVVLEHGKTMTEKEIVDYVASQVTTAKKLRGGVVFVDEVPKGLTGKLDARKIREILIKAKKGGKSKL
FLuc act counter: affects firefly luciferase, flagging false hits in luciferase stimulation screens | P08659 | ATPlite luciferase biochemical, luminescence, 10 min; 0 = ATP-free wells, 1 = DMSO control | activation factor at 10 µM | 200,000 tested, under 10 active;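 active means luciferase activation factor, scaled between plate controls, of at least 2 with compound at 10 µM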
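test system = cell-free luciferase reagent | medium = PBS as buffer for the ATP substrate | dosing = test compounds dosed from 2 mM stocks in 100% DMSO | incubation = 10 min at ambient temperature | detection = luminescence measurement of luciferase light output | benchmarks = low control with PBS replacing ATP, high control enzyme plus ATP without compound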
TLR4 MyD88 comp: TLR4-MyD88 interaction inhibition in cells; O00206+Q99836; HeLa CL3-4 TLR4/MyD88 BLA complementation, FRET ratio; inhibition, % at 8.4 µM; 200,000 tested, 0.18% active; in the data active means inhibition above about 25%;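 further: 0% = vehicle and 100% = reference inhibitor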
Diaphorase inh: diaphorase inhibition or chemical oxidation counter-screen; diaphorase resazurin-to-resorufin fluorescence, NADH, 16 min; bacterial (C. kluyveri) enzyme, not human; inhibition, % at 20 µM; 190,000 tested, 0.69% active; AID 1217;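 active means primary screen inhibition at 20 µM above a set limit, cut at about 50% in these data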;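 further: plate controls were DMSO with full reaction for no effect and wells lacking NADH for full effect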
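System: Diaphorase enzyme from Clostridium kluyveri | Amount: Enzyme working solution with 0.14 U/mL diaphorase | Benchmarks: No-NADH positive control and DMSO neutral control | Signal: Fluorescence of resorufin formed from resazurin, Ex 544/Em 590 nm | Schedule: 16-min room-temperature incubation before reading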
STAT1 act: STAT1 signaling activation. NIH 3T3 STAT1-luciferase reporter, IFN-gamma, luminescence; 100% = IFN-gamma alone, no compound. activation (% of control), % at 5.5 µM. 200,000 tested, 2.6% active;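 active means activation above the screen-wide mean activation plus 3 SD, cut at about 130% in these data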;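 further: raw ratio to IFN-gamma control signal so 100% means no change and 0% no light; values of inactives mirror those of a sister screen read the other way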
APP 5'UTR act: activates APP 5'UTR luciferase reporter | SH-SY5Y APP 5'UTR luciferase reporter, luminescence; zero percent = DMSO vehicle wells | activation, % at 2 µM | 190,000 tested, 1% active | AID 1276;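 active means activation above a set limit, based on mean plus 3 SD of controls, cut at about 140% in these data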; further: values of inactives mirror those of a sister screen read the other way
An asterisk follows results filed as active; / = no result given.

Second line of a record: NF-kB neuron act, G6PDH counter, APP 5UTR inh, Diaph act CS, FLuc inhib CS, FLuc act counter, TLR4 MyD88 comp, Diaphorase inh, STAT1 act, APP 5'UTR act
> O=S(=O)(O)C1CCNCC1
 : 1.4, 9, 7, 1, -6, 1.1, -8, 1, 98, -7
> O=C1CC(c2ccco2)CC(O)=C1C=NCCN1CCNCC1 (stereo not drawn)
 : 1.1, -7, -8, 0.9, -5, 1, 5, 14, 99, 8
> COc1ccc(CCN(C(=S)Nc2ccccc2)C2CC(=O)N(c3ccccc3)C2=O)cc1 (stereo not drawn)
 : 0.99, 4, 0, 0.8, -4, 1, -7, 18, 93, 0
> Oc1ccccc1CNn1cnnc1
 : 1, 5, 2, 1, -3, 1, -16, 3, 91, -2
> CCNS(=O)(=O)c1ccc(CCC(=O)NCCc2ccc(OC)cc2)cc1
 : 0.84, -1, 9, 1, -6, 1.1, 2, -2, 98, -9
> Cc1occc1C(=O)NNC(=O)c1ccccc1Br
 : 1.4, 1, -12, 0.9, -7, 1.1, -3, 12, 109, 12
> Cn1c(NNC(=O)c2ccc(C(C)(C)C)cc2)cc(=O)n(C)c1=O
 : 1.3, -8, -19, 1, -1, 1, 14, 2, 96, 19
> Cc1cccc(-n2nc3c(c2NC(=O)c2ccc(Br)o2)CSC3)c1
 : 1.1, 5, -8, 1, -8, 1.1, 2, 0, 105, 8
> O=[N+]([O-])c1ccc2cn(-c3ccccc3)nc2c1
 : 1.3, -2, -141, 0.9, 13, 0.9, 0, 7, 152*, 141*
> COc1ccc(-c2cc(C(F)(F)F)c(C#N)c(SCC(=O)Nc3nc(C)co3)n2)cc1
 : 1.6, 1, -6, 1, -6, 1.1, 10, 0, 103, 6
> CC1COc2ccccc2N1S(=O)(=O)c1ccccc1 (stereo not drawn)
 : 1.4, 4, 2, 0.8, -6, 1.1, -4, 17, 98, -2
> CC(Sc1ccccc1)C(=O)Nc1cccc(N(C)S(C)(=O)=O)c1 (stereo not drawn)
 : 1.1, 17, 0, 1, -5, 1.1, 3, 4, 104, 0
> Cc1cc(C)c(OCCCCCNCCO)c(C)c1
 : 1.1, 0, 6, 1, -3, 1, 12, 2, 104, -6
> CCN(C(=O)CSc1nncn1-c1ccccc1)c1c(N)n(Cc2ccccc2)c(=O)[nH]c1=O
 : 0.93, 6, -8, 0.9, -3, 1, 12, 8, 92, 8
> COc1cc(C(=O)Nc2ccc(S(=O)(=O)NC(C)C)cc2)cc(OC)c1OC
 : 1.2, 0, 0, 0.8, -6, 1.1, 0, 17, 85, 0
> CCC(CC)C(=O)Nc1cccc(-c2nc3ccccc3o2)c1
 : 0.92, -2, -13, 1, -9, 1.1, -9, 0, 88, 13
> COc1ccc(-c2nnc(N3CCCCC3)c3ccccc23)cc1
 : 1.3, 0, -6, 0.9, -2, 1, -11, 14, 90, 6
> COc1cccc2c(C)nc(Nc3nc(CSc4nnc(C)s4)cc(=O)[nH]3)nc12
 : 0.91, -41, -10, 0.8, -1, 1, -2, 19, 100, 10
> Cc1cccc(NC(=O)CSc2nnc(C)n2Cc2ccccc2)c1
 : 0.97, 3, 0, 1, -6, 1.1, -7, 3, 99, 0
> CCOC(=O)c1cc(OC(=O)c2cccnc2)n(-c2ccccc2)n1
 : 1.1, 7, -6, 1, -1, 1, -3, -2, 101, 6
> COCCCNC(=O)CCn1c(=O)c2ccccc2n(CC(=O)NCCC2=CCCCC2)c1=O
 : 1, 10, -3, 1, -2, 1, 11, 4, 99, 3
> CCc1ccc(Oc2coc3cc(OCC(=O)Nc4cc(C)ccc4C)ccc3c2=O)cc1
 : 1.5, -6, 34, 1, -6, 1.1, -5, 1, 100, -34
> Cc1ccc2[nH]c(=O)c(CN(C)C(=O)c3ccccn3)cc2c1
 : 1.1, -2, -13, 0.9, -4, 1, 2, 13, 103, 13
> COc1ccc2[nH]c(=O)c(C(c3nnnn3CC3CCCO3)N3CCc4ccccc4C3)cc2c1 (stereo not drawn)
 : 2.1, 5, -14, 0.5, -8, 1.1, 2, 52*, 93, 14
> CCOC(=O)c1c(N)sc(-c2ccccc2)c1C
 : 1.5, 0, -34, 0.7, 1, 1, 11, 27, 110, 34
> Cc1ccccc1C(=O)N/N=C/c1ccccn1
 : 1.7, 3, -31, 0.8, 54*, 0.5, -8, 19, 136*, 31
> S=C1CCSc2ccc(Cl)cc2N1
 : 1.3, 1, -23, 0.9, -6, 1.1, -1, 13, 93, 23
> O=C(C(=O)N1CCN(c2ccc(F)cc2)CC1)c1c[nH]c2ccccc12
 : 1.1, 2, 8, 0.9, 1, 1, 3, 12, 100, -8
> Nc1nc(SCC(=O)NCCOCCO)nc2sc3c(c12)CCCC3
 : 1, 1, -29, 0.9, 14, 0.9, -7, 6, 101, 29
> Nc1ccc(C(=O)OCc2nc3c(ccc4ccccc43)[nH]2)cc1
 : 2.4, 9, -92, 0.8, -2, 1, 3, 22, 151*, 92

Complete entries as entered above. Order of screens: NF-kB neuron act | G6PDH counter | APP 5UTR inh | Diaph act CS | FLuc inhib CS | FLuc act counter | TLR4 MyD88 comp | Diaphorase inh | STAT1 act | APP 5'UTR act
Record of Cc1ccccc1C(=O)N/N=C/c1ccccn1 → 1.7 | 3 | -31 | 0.8 | 54* | 0.5 | -8 | 19 | 136* | 31
Record of CCC(CC)C(=O)Nc1cccc(-c2nc3ccccc3o2)c1 → 0.92 | -2 | -13 | 1 | -9 | 1.1 | -9 | 0 | 88 | 13
Record of COc1cc(C(=O)Nc2ccc(S(=O)(=O)NC(C)C)cc2)cc(OC)c1OC → 1.2 | 0 | 0 | 0.8 | -6 | 1.1 | 0 | 17 | 85 | 0

Continuation.
Second line of a record: NF-kB neuron act, G6PDH counter, APP 5UTR inh, Diaph act CS, FLuc inhib CS, FLuc act counter, TLR4 MyD88 comp, Diaphorase inh, STAT1 act, APP 5'UTR act
> Cc1ccc2nc(C)cc(N/N=C/c3cccnc3)c2c1
 : 0.99, 7, 10, /, -3, 1, 16, /, 108, -10
> S=C(Nc1ccc2nc(-c3ccccn3)c(-c3ccccn3)nc2c1)N1CCCCC1
 : 0.95, 50*, 6, /, 13, 0.9, 9, /, 97, -6
> O=S1(=O)CCN2C=C(Cl)C=C(Cl)C2=N1
 : 1.1, -4, 16, 0.9, -5, 1.1, -1, 12, 99, -16
> Cc1ccc(C)c(S(=O)(=O)NCc2ccc(C(=O)N3CCCCC3C)cc2)c1 (stereo not drawn)
 : 0.99, 1, -3, 0.9, -7, 1.1, 9, 5, 96, 3
> Nc1nc(SCC(=O)Nc2ccccc2Oc2ccccc2)n[nH]1
 : 0.94, -3, -17, 0.9, 1, 1, -9, 12, 94, 17
> O=C(NCCN1CCOCC1)c1c[nH]c2ccc(S(=O)(=O)N3CCOCC3)cc2c1=O
 : 1.3, 1, -9, 0.9, -5, 1.1, -7, 12, 97, 9
> COc1cccc(CC2(CO)CCCN(Cc3nc(-c4cccs4)oc3C)C2)c1 (stereo not drawn)
 : 0.87, 14, 2, 0.8, -9, 1.1, 0, 17, 93, -2
> Cc1nnc(NC(=O)c2ccc3c(c2)OCO3)s1
 : 2.4, 17, -45, 0.8, 36, 0.6, -5, 25, 123, 45
> Cc1ccc(C(=O)NC(c2ccccc2)C(Cl)Cl)cc1 (stereo not drawn)
 : 1.1, -8, 8, 0.9, -7, 1.1, 14, 12, 113, -8
> O=C(CN1c2cccc3cccc(c23)S1(=O)=O)Nc1ccc(S(=O)(=O)N2CCOCC2)cc1
 : 1.1, 10, -8, 0.7, -2, 1, -11, 33, 91, 8
> CSc1ccc(/C=N\NC(=O)CNc2ccc(C)cc2)cc1
 : 1.3, 9, -7, 1, 4, 1, 2, 2, 106, 7
> CC(C)(C)c1csc(NC2=NS(=O)(=O)c3ccccc32)n1
 : 3.6*, -2, -36, 0.8, 77*, 0.2, 2, 15, 130*, 36
> O=c1[nH]c(SCc2n[nH]c(=S)n2-c2ccccc2)nc2sc3c(c12)CCC3
 : 1.1, -2, 7, 0.5, 0, 1, 4, 47, 95, -7
> Cc1ccc(CSc2nnc(-c3ccc(NS(=O)(=O)c4ccccc4)cc3)o2)cc1
 : 1, 1, -22, 0.8, -1, 1, 9, 25, 98, 22
> O=C(c1cccs1)N1CCn2c1nc1ccccc12
 : 2.5, 13, -80, 0.9, 49, 0.5, 1, 11, 127, 80
> Cc1cc(NC(=O)c2cc(-c3cccnc3)nc3c(C)c(C)ccc23)no1
 : 0.66, -5, 4, 0.9, -2, 1, 16, 11, 101, -4
> COc1ccc(S(=O)(=O)Nc2cc(C)nn2-c2ccccc2)cc1
 : 1.2, 3, /, 0.9, -4, 1, 2, 13, 102, /
> Cc1ccccc1NC(=O)CS(=O)(=O)c1cn(CC(=O)N2CCOCC2)c2ccccc12
 : 1, 0, -12, 0.9, -8, 1.1, -3, 11, 98, 12
> C/C(=N\NC(=O)C(N)=O)c1ccc(Br)cc1
 : 1.4, -8, -4, 0.9, -1, 1, -4, 7, 94, 4
> C=CCNC(=S)/N=c1\sccn1C
 : 1, 7, -13, 1.1, -5, 1, -15, -8, 100, 13
> CC(=O)N1CCc2c(sc(NC(=O)CN3C(=O)CCC3=O)c2C(N)=O)C1
 : 1.1, 12, -24, 0.8, -5, 1.1, -8, 21, 97, 24
> Cc1nc2ccc(NC(=O)c3cccnc3)cc2s1
 : 1.1, 6, -13, 0.9, 4, 1, 6, 11, 109, 13
> CC1(C)Cc2c(sc(NC(=O)c3ccc4ncsc4c3)c2C(N)=O)C(C)(C)N1
 : 1.8, 0, -28, 1, -4, 1, 7, -1, 110, 28
> CC1(N2CCCCC2)C(=O)c2ccccc2C1=O
 : 1.2, 14, 11, 1.1, -2, 1, 2, -10, 96, -11
> O=C(Nc1nc(-c2cccs2)cs1)c1ccc(Cl)cc1
 : 1.6, 1, -19, 0.9, -1, 1, 3, 13, 119, 19
> O=C(O)CCc1ccc(-c2ccccc2)n1NC(=O)c1ccco1
 : 1.1, 11, -25, 0.9, 4, 1, -8, 14, 97, 25

Screens deposited in PubChem BioAssay by several laboratories.
